# High-throughput results (PubChem BioAssay)
# HT1080NT lethal = kills 2HG-producing HT-1080-NT fibrosarcoma cells; HT-1080-NT fibrosarcoma viability, CellTiter-Glo ATP luminescence, 48 h; Potency, µM (top dose mostly 46.1 µM), for the others: at the highest dose activity, negative = less viability, actives largely listed as cytotoxic; 360,000 compounds, 1.6% hits; AID 686970;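 note: NT is the 2HG producing partner of a matched IDH1 knockdown line; potency is the fitted concentration of half-maximal effect; 0% = DMSO-treated cells and -100% = media-only wells without cells; nearly all actives have a fitted effect of over 55% in size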
#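 Read-out is CellTiter-Glo luminescence after 10 minutes at room temperature, following 48 hours' compound treatment of HT-1080-NT cells (750 cells/well, RPMI, 5% FBS, 37 degrees C).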
# DRD3 agonist = activates the human D3 dopamine receptor; P35462; D3R DiscoveRx beta-arrestin cells, luminescence, 90 min; max activation, %; 410,000 compounds, 0.58% hits; AID 652048; in the data active = max activation above about 30%; note: 0% is about no effect; mostly tested at two doses, the higher about 12 µM
# Target sequence (P35462 whole entry, looked up): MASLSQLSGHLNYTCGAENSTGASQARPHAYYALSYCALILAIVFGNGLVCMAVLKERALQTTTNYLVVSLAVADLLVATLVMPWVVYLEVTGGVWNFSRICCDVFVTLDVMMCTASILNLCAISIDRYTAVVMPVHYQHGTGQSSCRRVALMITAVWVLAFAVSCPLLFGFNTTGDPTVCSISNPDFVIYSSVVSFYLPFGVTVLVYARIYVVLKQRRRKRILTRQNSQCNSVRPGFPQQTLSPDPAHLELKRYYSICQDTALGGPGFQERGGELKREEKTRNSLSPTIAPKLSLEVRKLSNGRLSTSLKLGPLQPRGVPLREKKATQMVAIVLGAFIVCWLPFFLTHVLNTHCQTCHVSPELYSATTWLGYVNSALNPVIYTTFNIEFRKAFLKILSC
#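 Agonist mode: compounds and dopamine controls were applied to plated cells for 90 min at 37 degrees C after an overnight attachment at 1500 cells/well. Luminescent read-out followed 30 - 60 minutes at room temperature with DiscoveRx detection reagent.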
# HT1080 IDH1KD tx = kills HT-1080 cells with IDH1 knockdown; HT-1080 IDH1 knockdown viability, ATP luminescence, 48 h; Potency, µM (highest dose often 46.1 µM), inactives show at the highest dose activity, negative = toxicity, hits mostly cytotoxic; 360,000 compounds, 2% hits; AID 686971;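 note: potency is the fitted concentration of half-maximal effect; 0% = DMSO wells and -100% = cell-free medium wells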
#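 After a 2 h attachment period, IDH1KD HT-1080 cells took pin-transferred compound for 48 h at 37 °C; ATP-based luminescence after 10 min room-temperature reagent incubation reported viability.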
# IL1B secr inh = inhibitors of inflammasome signaling (IL-1 beta secretion) | THP-1 LPS/ATP IL-1B secretion, AlphaLISA, 16 h; hits give low values | activity change, % at 57.5 µM | 360,000 compounds, 4.7% hits | AID 743279; in the data active = activity change below about -50%; inconclusive = mostly about -30% to -49%; note: % is set by controls: 0 for no effect and ±100 for the full control effect
#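 THP-1 cells pretreated 1 hr with compounds (up to 57.5 uM final), then stimulated with LPS (250 ng/mL final) plus ATP (1.25 mM final); secreted IL-1B measured by AlphaLISA after 16 hr, decreased signal indicating inhibition.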
# KB-V1 MDR tox = kills drug-selected multidrug resistant KB-V1 cells; KB-V1 MDR cells viability, CellTiter-Glo, 72 h; Potency, µM (doses to about 46.1 µM), inactives show at the highest dose activity change, negative = cytotoxicity, hits mostly cytotoxic; 400,000 compounds, 3.4% hits; AID 1347076; note: potency is the fitted concentration of half-maximal effect; % is set by controls: 0 for no effect and ±100 for the full control effect; nearly all actives have a fitted effect of over 60% in size
#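 Cytotoxicity toward P-gp-expressing KB-V1 cells was determined as loss of CellTiter-Glo luminescence after 72 h at 37 degrees C. Compounds were tested in quantitative HTS format across a concentration range, with curves fitted to normalized data.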
# SW480 rerep = inducers of DNA re-replication in SW480 colon cancer cells; SW480 DNA re-replication, Hoechst DNA content imaging, 48 h; Potency, µM (doses to about 46.1 µM), for the others: at the top dose re-replication activation, usual class: activators; 340,000 compounds, 1.8% hits; AID 624297; note: potency is the fitted concentration of half-maximal effect; % of control where 0% means no effect; nearly all actives have a fitted effect of over 55% in size
#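 Readout is total intensity of Hoechst-stained nuclei, excited at 405 nm and collected at 500-530 nm. Compound treatment lasted 48 hr at 37 C in 5% CO2 before staining.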
# KB-3-1 cytotox = KB-3-1 parental cell cytotoxicity; KB-3-1 viability, CellTiter-Glo ATP luminescence, 72 h; Potency, µM (top dose mostly 46.1 µM), without a hit: top-dose activity change, negative = cytotoxic, usual class: cytotoxic; 400,000 compounds, 1.4% hits; AID 1347075; note: potency is the fitted concentration of half-maximal effect; % is set by controls: 0 for no effect and ±100 for the full control effect; nearly all actives have a fitted effect of over 60% in size
#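 Multi-concentration cytotoxicity screen in KB-3-1 cells grown in DMEM lacking phenol red with 10% FBS. After 72 h at 37 °C with compound, ATP-dependent luminescence was recorded.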
# GLP-1R agonist = agonists of human GLP-1 receptor; Potency, µM (doses to about 45.6 µM), for the others: top-dose activation, actives largely listed as activators; AID 624172; HEK293 GLP-1R CRE-luciferase, luminescence, 4-6 h; cells express a hypersensitive GLP-1R form; 380,000 compounds, 0.007% hits; note: potency is the fitted concentration of half-maximal effect; % of control where 0% means no effect
# Target sequence (P43220 whole entry, looked up): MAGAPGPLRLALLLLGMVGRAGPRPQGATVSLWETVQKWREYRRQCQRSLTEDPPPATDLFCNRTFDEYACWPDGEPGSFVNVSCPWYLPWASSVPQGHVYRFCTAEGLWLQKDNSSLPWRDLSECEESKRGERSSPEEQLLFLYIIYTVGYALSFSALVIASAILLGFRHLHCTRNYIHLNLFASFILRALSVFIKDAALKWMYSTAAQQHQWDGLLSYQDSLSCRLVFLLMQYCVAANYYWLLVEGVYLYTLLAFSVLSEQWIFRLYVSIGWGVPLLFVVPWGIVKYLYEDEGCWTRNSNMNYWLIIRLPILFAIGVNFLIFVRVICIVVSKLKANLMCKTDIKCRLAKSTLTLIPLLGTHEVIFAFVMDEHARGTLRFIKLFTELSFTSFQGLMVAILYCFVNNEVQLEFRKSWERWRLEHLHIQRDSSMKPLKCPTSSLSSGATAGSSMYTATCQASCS
# DRD3 antagonist = antagonists of human D3 dopamine receptor | P35462 | 360,000 compounds, 2.5% hits | max response, negative = inhibition, % | D3R cells, DiscoveRx beta-arrestin luminescence, antagonist mode; hits give low values; in the data active = max response below about -50%; inconclusive = no clear call, values can overlap the other calls; note: % is set by controls: 0 for no effect and ±100 for the full control effect; mostly tested at two doses, the higher about 12 µM
#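 Cells plated overnight at 1500 cells/well, then exposed to library compounds with dopamine controls for 90 minutes at 37 degrees C. DiscoveRx reagent added for 30–60 minutes at room temperature; luminescence read, quantitative HTS format.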
# * marks the source's active call; other numbers are inactive results; ? = inconclusive; / = not tested or not shown; [ ] = remark or other dose. Unless noted, calls come from the whole dose curve; as a rule, active = well fitted curve in the direction sought with a large enough effect; inconclusive = small, poorly fitted or top-dose-only effect, or another doubt; inactive = no such curve, though single readings can be large; an effect the other way counts as inactive or inconclusive. No enrichment for hits (roughly 12% active in at least one column).
SMILES	HT1080NT lethal	DRD3 agonist	HT1080 IDH1KD tx	IL1B secr inh	KB-V1 MDR tox	SW480 rerep	KB-3-1 cytotox	GLP-1R agonist	DRD3 antagonist
CC(=O)c1cccc(NC(=O)c2ccc(NC(=O)CC3SC(N4CCCCC4)=NC3=O)cc2)c1 (stereo not drawn)	9%	5	19%	12	2%	-1%	2%	-2%	17
CCN(CC)CCCN(Cc1cc2cc3c(cc2[nH]c1=O)OCO3)C(=S)NCCCN(C)C	4%	-14	3%	-7	8%	-74%[inhibitor]	-5%	0%	4
N#C/C(=C(/O)CCCl)c1ccccn1	-15%	0	-8%	-6	-19%	-71%[inhibitor]	-3%	-1%	-14
COc1cc(C(=O)/C=C/Nc2ccc(NC(C)=O)cc2)cc(OC)c1OC	?	-9	18µM*	-20	21µM*	2%	-20%	10%	13
CC1=NCCN1S(=O)(=O)c1cc(Cl)ccc1Cl	-4%	1	0%	-27	0%	2%	19%	5%	-12
COc1ccc(C(=O)NNC(=O)c2ccc(S(=O)(=O)N3CC(C)OC(C)C3)cc2)cc1 (stereo not drawn)	6%	-7	-3%	2	5%	0%	0%	-4%	-2
O=C(CCCn1c(=S)[nH]c2ccccc2c1=O)NCCSCc1ccccc1	-1%	3	-3%	-17	0%	-2%	-8%	-5%	20
CCCCOC(=O)Nc1ccc(C(=O)OCCC)cc1	-6%	-1	-15%	-28	-7%	13%	-6%	6%	-5
O=C(CCc1nc(-c2ccc(F)cc2)no1)Nc1cccc(C(=O)NC2CC2)c1	0%	-2	2%	18	22%	6%	5%	7%	-10
COc1ccc(C)cc1-n1cnnn1	6%	8	2%	-27	7%	6%	4%	-6%	39
Cc1ccc(CC(=O)NCC(c2ccco2)N(C)C)cc1C (stereo not drawn)	-8%	-3	14%	51	-20%	-13%	6%	2%	1
CCC1CCCCN1Cc1nc2c(c(=O)n(C)c(=O)n2C)n1CC(C)C (stereo not drawn)	18%	-3	3%	23	-2%	-5%	-4%	-5%	?
CCc1c(O)nc(SC2CC(=O)N(c3ccccc3)C2=O)[nH]c1=O (stereo not drawn)	21%	-1	11%	12	13%	-3%	6%	-11%	-26
O=C(Nc1cccc2ccccc12)N1CCOCC1	7%	21	-5%	0	12%	-6%	2%	-6%	26
Cc1ccccc1NC(=O)c1cc2ccccn2n1	0%	-9	-11%	9	?	4%	-14%	-1%	-8
Cc1cc(NC(=O)Cn2nc(C)c([N+](=O)[O-])c2C)no1	-2%	-4	5%	4	42%	-12%	5%	-2%	-12
O=C(CN1CCN(C(=O)c2ccco2)CC1)Nc1ccc(Cl)c(C(F)(F)F)c1	-18%	3	-3%	-8	-17%	-10%	-19%	-29%	0
CCCCn1nc(C(=O)N(CCOC)c2c(N)n(CCCC)c(=O)[nH]c2=O)c2ccccc2c1=O	6%	1	12%	10	35%	-2%	7%	-7%	8
CCCc1nc2oc3cc(OC)ccc3c(=O)c2c(=O)n1Cc1ccco1	7%	2	8%	-5	?	-14%	5%	2%	11
CCN(CC)CCNC(=O)CCCCn1c(=S)[nH]c2c([nH]c3ccc(OC)cc32)c1=O	12%	-75	-11%	-7	5%	-2%	3%	-14%	-56*

# Next part, starting with the last 2 of the part before.
SMILES	HT1080NT lethal	DRD3 agonist	HT1080 IDH1KD tx	IL1B secr inh	KB-V1 MDR tox	SW480 rerep	KB-3-1 cytotox	GLP-1R agonist	DRD3 antagonist
CCCc1nc2oc3cc(OC)ccc3c(=O)c2c(=O)n1Cc1ccco1	7%	2	8%	-5	?	-14%	5%	2%	11
CCN(CC)CCNC(=O)CCCCn1c(=S)[nH]c2c([nH]c3ccc(OC)cc32)c1=O	12%	-75	-11%	-7	5%	-2%	3%	-14%	-56*
COCCNC(=O)c1ccc(S(=O)(=O)N2CCCc3ccccc32)cc1	3%	6	4%	33	0%	-30%	4%	2%	-11
COc1ccc(C(C(=O)NC2CCCCC2)N(CC2CCCO2)C(=O)CCCC(=O)Nc2ccccn2)cc1 (stereo not drawn)	-10%	0	-10%	-24	?	-15%	-7%	5%	-8
O=C(OC1CCCCC1=O)c1cccc(S(=O)(=O)NCc2ccccc2)c1 (stereo not drawn)	-8%	-4	-11%	13	-16%	-9%	-17%	-5%	5
Cc1ccc(S(=O)(=O)c2cn(C)c3cc(N4CCN(C)CC4)c(F)cc3c2=O)c(C)c1	21µM*	-2	?	-93*	17%	1.6µM*	0%	0%	-5
Cc1ccccc1C(=O)Nc1cccc(-c2ccc(N3CCOCC3)nn2)c1	9%	1	15%	-12	?	-3%	?	-1%	-1
CCc1ccccc1OCC(=O)OCC(=O)Nc1cc(C)on1	-9%[9.24 µM]	-2	0%	5	0%	-6%	0%	1%	-19
CNc1ccccc1C(C)(C)c1cc(-c2cccc(Br)c2)no1	-26%	15	?	-25	0%	26%	23µM*	18%	3
CCCNC(=O)C1CCN(S(=O)(=O)c2ccc(Br)cc2)CC1	-9%	-16	-28%	18	16µM*	-1%	-15%	-13%	10
Cc1ccc(C(=O)NCC#N)cc1	18%	3	-2%	-15	-2%	-7%	5%	6%	0
CC1(C)Cc2c(c(N3CCOCC3)nc3sc(C#N)c(N)c23)CS1	-10%	1	-3%	56	2%	1%	0%	12%	29
CC1=C(C(=O)N2CCCC(N3CCN(c4ccccc4C)CC3)C2)OCCO1 (stereo not drawn)	6%	-3	2%	0	4%	-6%	-9%	-4%	0
CCOc1ccc(C(=O)N(CC(=O)Nc2cccc(C)c2C)CC2CCCO2)cc1OC (stereo not drawn)	-4%	1	0%	-3	-1%	0%	7%	0%	-6
CC1=C(C(=O)N(C(C)C)C(C)C)CC(CC(=O)NC2CCCCC2)C(=O)N1CCCN1CCCC1=O (stereo not drawn)	?	5	29%	2	16%	/	0%	-1%	0
O=C(CCN1C(=O)c2ccccc2S1(=O)=O)Nc1ccccc1O	14%	1	3%	13	-10%	-699%[inhibitor]	9%	4%	8
CCc1cc(=O)oc2cc(OCC(=O)O)c(Cl)cc12	15%	1	21%	6	8%	-10%	24%	0%	4
COc1cc(CO)cc(Br)c1OCc1cccnc1	0%	-8	1%	13	20%	2%	?	1%	6
CCCCN(C(=O)CCC(=O)Nc1cc(C)on1)C(C(=O)NC(C)(C)C)c1cccc(OC)c1OC (stereo not drawn)	-7%	-29	-11%	3	-8%	5%	4%	-1%	6
O=C(c1cccc(Cl)c1)N1CCN(Cc2ccccc2)CC1	-1%	-3	3%	-9	-9%	-6%	10%	17%	7
O=S(=O)(NCC1CCN(Cc2ccccc2)CC1)c1ccccc1C(F)(F)F	-1%	-15	-13%	-22	?	-4%	16%	2%	?
COc1ccc(/C=N/n2cnnc2)cc1Oc1nc(Cl)ncc1F	19%	-1	9%	11	5%	-4%	10%	0%	18

# Remaining list, next part:
SMILES	HT1080NT lethal	DRD3 agonist	HT1080 IDH1KD tx	IL1B secr inh	KB-V1 MDR tox	SW480 rerep	KB-3-1 cytotox	GLP-1R agonist	DRD3 antagonist
Cc1cc(C(=O)N/N=C/C=C/c2ccc(Br)cc2)n[nH]1	21%	-2	11%	13	-1%	-7%	2%	0%	-16
O=C(O)CSCC(=O)NCc1cccc(C(F)(F)F)c1	3%	-9	0%	-9	?	-4%	-28%	-2%	-7
CCC(C)N1C(=O)N(c2cccc(Cl)c2)C(C)(O)CC1(C)C (stereo not drawn)	-3%	-6	0%	-2	7%	-13%	0%	15%	-10
On1nnc2ccc(C(F)(F)F)cc21	2%	-15	0%	17	-1%	5%	1%	-1%	17
Cc1cc(NC(=O)CCC(=O)N(Cc2ccco2)C(C(=O)NC2CCCC2)c2ccccc2F)no1 (stereo not drawn)	-3%	4	-3%	14	-5%	1%	3%	12%	10
O=C(NCCCN1CCOCC1)c1ccc(CS(=O)(=O)c2ccc(Br)cc2)o1	5%	-5	3%	-7	0%	-6%	0%	0%	-21
COc1cc(OC)cc(C(=O)N[C@H](C(=O)NC2CCCc3ccccc32)C(C)C)c1 (stereo partly drawn)	0%	-10	-4%	16	?	?	?	4%	2
c1ccc(Nc2nc(-c3ccccn3)cs2)cc1	-1%	-4	-3%	?	-6%	2%	9%	11%	-19
Cc1ccc(C(=O)c2oc3ccccc3c2N)cc1	?	1	-24%	-10	-2%	?	-6%	15%	-27
COc1cc(CCC(=O)NNC(=O)c2ccc(Cl)cc2)cc(OC)c1OC	8%	7	10%	1	27%	-13%	1%	21%	5
Cc1cccc(C)c1NC(=O)CNC(=O)CCCc1c[nH]c2ccccc12	-1%	3	-7%	-9	-18%	-3%	2%	2%	-22
Cc1ccc(N(Cc2ccc(C(=O)NC3CCCCC3)cc2)S(C)(=O)=O)cc1C	-19%	0	1%	4	?	?	-18%	8%	23
COc1ccccc1NC(=S)NCc1ccccc1Cl	1%	-2	21%	7	-21%	-1%	-1%	0%	10
CCCNC(=O)c1n[nH]c(=O)c2ccccc12	0%	-1	4%	28	3%	4%	2%	1%	24
COC(=O)c1ccc(Oc2cc(C)nc(-n3nc(C)cc3C)n2)cc1	1.3µM*	-28	1.1µM*	48	1.8µM*	0.82µM*	1.3µM*	32%	-82*
CC(=O)N1CCc2cc(S(=O)(=O)NCCCN3CCCCC3)ccc21	-3%	0	3%	-7	?	-2%	11%	3%	4
CC(C)n1cc(/C(N)=N/O)c(=O)n(Cc2ccccc2)c1=O	6%	3	1%	5	5%	-1%	-1%	4%	?
O=[N+]([O-])c1cc(CN(CCO)CCO)ccc1O	4%	2	-1%	25	0%	-11%	2%	3%	4
CCOC(=O)CN1C(=O)N[C@@H](c2cccc(C(F)(F)F)c2)[C@H](C(C)=O)[C@H]1C	15%	2	12%	32	9%	-8%	4%	2%	0
Cc1ccc(NS(=O)(=O)c2ccc3c(c2)CCN3C(=O)CCC(=O)O)cc1Cl	-4%	0	-12%	10	-2%	-11%	2%	1%	-6
